Screening results deposited in PubChem BioAssay by several laboratories.
MEKK2 mut-MEK5: signal of MEK5 binding to mutant human MEKK2 PB1 domain; bead flow cytometry, Alexa488-MEK5 binding to MEKK2 mutant; percent response, % at 10 µM; hit rate 0.35% among 290,000; in the data active = percent response above about 24%, passing the limit was not always enough; note: inactives centre near 1; some results filed as inactive read as strong as hits; reference of the scale not given here
MEKK3 PB1 HTS: modulators (inhibitors or enhancers) of MEK5 binding to human MEKK3 PB1 domain. Q99759. bead-based flow cytometry, Alexa488-MEK5 binding to MEKK3; actives lie on both sides; 0 = blocked by unlabeled MEK5, 100 = vehicle. binding response (% of control), % at 10 µM. hit rate 1.4% among 290,000;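 active = binding response more than 3 SD above or below the average of its plate-row segment, actives on both sides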;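 note: Alexa488 bead fluorescence after subtracting the streptavidin-only scavenger bead signal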
Target sequence (Q99759 whole entry, looked up, the tested form may be a part): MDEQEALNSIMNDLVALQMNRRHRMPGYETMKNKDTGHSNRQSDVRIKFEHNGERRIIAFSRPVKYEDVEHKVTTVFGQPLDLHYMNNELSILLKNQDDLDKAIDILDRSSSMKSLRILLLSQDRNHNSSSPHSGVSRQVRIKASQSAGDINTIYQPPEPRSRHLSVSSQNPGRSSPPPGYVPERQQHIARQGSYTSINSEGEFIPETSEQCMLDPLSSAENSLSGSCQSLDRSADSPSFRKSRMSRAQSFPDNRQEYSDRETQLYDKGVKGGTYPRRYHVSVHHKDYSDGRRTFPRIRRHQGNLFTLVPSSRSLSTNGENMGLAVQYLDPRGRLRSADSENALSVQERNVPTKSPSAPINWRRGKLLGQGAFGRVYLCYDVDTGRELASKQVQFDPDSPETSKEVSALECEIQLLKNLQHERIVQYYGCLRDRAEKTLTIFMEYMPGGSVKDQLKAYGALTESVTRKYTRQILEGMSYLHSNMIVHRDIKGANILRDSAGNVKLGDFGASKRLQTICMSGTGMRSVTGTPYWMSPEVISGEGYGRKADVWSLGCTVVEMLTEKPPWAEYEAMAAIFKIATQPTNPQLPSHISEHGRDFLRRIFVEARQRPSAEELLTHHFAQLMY
IDE inh: cellular human IDE inhibition | hit rate 0.41% among 320,000 | P14735 | AID 434962 | HEK cells, FAbetaB cleavage, fluorescence polarization | inhibition, % at 5.59 µM;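 active = percent inhibition above the average of all tested compounds plus 3 SD, set per screening campaign, cut at about 16% in these data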;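 note: IDE supplied by intact live HEK cells; FP after avidin binding of uncleaved biotin substrate so inhibition keeps polarization high; 0% = DMSO wells and 100% = 60 µM reference IDE inhibitor Ii1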
p-CIP stab down: p/CIP protein destabilization; Q05BA5; F442A p/CIP-EGFP cells, EGFP fluorescence, 16 h; decrease of EGFP signal, % at 10 µM; hit rate 0.01% among 290,000; AID 1984;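 active = EGFP signal decrease of at least 30% at 10 µM or well 3 SD below plate mean, unless failing retest; inactive = the rest, including hits failing retest or dose response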; note: some compounds called inactive have numbers as strong as hits; many of its hits are not listed in these tables
NALP1 yeast inh: NALP1 inhibition; AID 2071; inhibition, % at 10 µM; hit rate 0.61% among 280,000; S. cerevisiae NALP1/ASC/caspase-1 growth, X-gal OD620, 72 h; in the data active = inhibition mostly above about 24%, no sharp cut-off; inactive = mostly below about 32%; note: some compounds called inactive have numbers as strong as hits
MEKK2 WT-MEK5: raises or lowers MEK5 binding to wildtype human MEKK2 PB1 domain; Q9Y2U5; bead flow cytometry, Alexa488-MEK5 binding to MEKK2 WT; actives lie on both sides; binding response (% of control), % at 10 µM; hit rate 1.1% among 290,000; AID 1531; in the data active = binding response below about 67% or above about 130%
IDE cell activ: IDE (human) activation, cell-based. P14735. HEK cells, FAbeta-B cleavage, fluorescence polarization; 0% vehicle, 100% cell-free pure enzyme wells. activation, % at 5.96 µM. hit rate 0.073% among 340,000. AID 493087;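 active = activation above the mean of all tested compounds plus 3 SD, set per screening campaign, cut at about 17% in these data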
SUMO HTRF inh: blocks human SUMOylation mediated by UBC9; HTRF SUMOylation assay, SAE1/SAE2 + UBC9, in vitro; inhibition, % at 35 µM; hit rate 0.36% among 290,000; P63279; in the data active = inhibition above about 50%, passing the limit was not always enough; note: strong numbers were not always called active
Target sequence (P63279 whole entry, looked up): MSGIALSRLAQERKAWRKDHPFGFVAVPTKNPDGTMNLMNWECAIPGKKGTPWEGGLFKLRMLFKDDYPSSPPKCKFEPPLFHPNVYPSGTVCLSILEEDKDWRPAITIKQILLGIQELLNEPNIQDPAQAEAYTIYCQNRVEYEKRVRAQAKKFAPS
M18AAP inhibitor: blocks P. falciparum M18 aspartyl aminopeptidase. recombinant PfM18AAP, H-Glu-NHMec fluorogenic cleavage. inhibition, % at 7.35 µM. hit rate 1.2% among 290,000. AID 1822;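 active = inhibition above the campaign mean inhibition over all tested compounds plus 3 SD, cut at about 28% in these data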;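 note: 0% = plate median of test compound wells and 100% = 2 mM ZnCl2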
* hit, by the source's call; nt = no result given. Some of the compounds tested; the hit share may differ from the screen's.

SMILES	MEKK2 mut-MEK5	MEKK3 PB1 HTS	IDE inh	p-CIP stab down	NALP1 yeast inh	MEKK2 WT-MEK5	IDE cell activ	SUMO HTRF inh	M18AAP inhibitor
c1ccc2c(c1)[nH]c1c(N3CCOCC3)ncnc12	3	107	18*	22	32	103	-12	8	0
Cc1ccc(C(=O)N/N=C/c2ccc([N+](=O)[O-])s2)cc1	4	102	3	-11	10	97	5	-3	6
COC(=O)C1=C(C)N(Cc2ccccc2)C(=O)N[C@H]1c1ccco1	-1	106	-3	nt	nt	100	4	nt	nt
Cc1ccc(CNC(=O)c2ccc(S(=O)(=O)Nc3c(C)n(C)n(-c4ccccc4)c3=O)cc2)cc1	3	103	-2	-4	nt	108	7	15	2
CC[N+](C)(CC)CC(=O)OCC1C(C)C=C(C)CC1C (stereo not given)	-12	87	0	-22	10	89	3	-8	-4
Cn1nnnc1SCc1nc2ccccc2[nH]1	2	101	-1	-8	19	103	5	2	3
Cc1cc(C)c(N(C(=O)c2csnn2)C(C(=O)NC2CCCC2)c2ccncc2)c(C)c1 (stereo not given)	0	101	-1	7	2	101	0	-2	3
CCC(c1nnnn1CCOC)N1CCN(c2cccc(C(F)(F)F)c2)CC1 (stereo not given)	-3	99	1	-2	-7	96	5	-2	0
COCCCN(C(=O)c1ccccc1F)c1nc(-c2ccc(OC)cc2)cs1	-6	104	2	0	-4	98	3	-12	6
CC(C)(C)C1=NN(c2ccc([N+](=O)[O-])cc2)C(c2ccccc2)C1 (stereo not given)	-6	103	5	0	-5	90	6	-5	-5
Cc1ccsc1/C=N/NC(=O)c1ccc([N+](=O)[O-])cc1	3	110	-6	-2	-8	106	0	10	-6
COc1cccc(CSc2nc3cc4c(cc3cc2C)OCCO4)c1	-1	99	-2	2	0	103	1	-24	6
CCOC(=O)C(Cc1ccc(OC)c([N+](=O)[O-])c1)NC(=O)CCC(=O)Nc1ccc(OC)cc1 (stereo not given)	-6	95	5	-5	4	93	nt	-4	-3
Cc1ccc(C)c(Cn2nnc3c(=O)[nH]c(C4CCCN(C(=O)C5CCCCC5)C4)nc32)c1 (stereo not given)	3	98	-1	-11	-2	96	0	-4	-5
COc1ccc(CN2CCCC(C(=O)c3ccc(Cl)cc3)C2)cc1Cn1cccn1 (stereo not given)	10	76	-1	-6	0	119	7	3	6
COC(=O)c1ccccc1S(=O)(=O)C(C)(C)C	1	113	2	3	5	101	0	14	1
COc1ccc(N2CCN(c3ccc([N+](=O)[O-])nc3)CC2)cc1	-2	100	-2	5	3	96	-3	-9	3
Fc1ccccc1N1CCN(C(c2cccs2)c2nnnn2CCc2ccccc2)CC1 (stereo not given)	nt	nt	9	-2	21	nt	1	8	-2
CCOC(=O)c1cn2cccnc2n1	1	104	-1	-12	0	105	1	32	-4
CS(=O)(=O)N1CCC(C(=O)N2CCN(c3ccccc3)CC2)CC1	2	103	1	-3	-2	107	nt	-6	-3
CCOc1cc(/C=C2/C(=N)N3N=C(CC)SC3=NC2=O)ccc1OC(=O)c1ccco1	1	103	8	-4	-5	99	-3	11	1
CCOC(=O)Cc1csc(NC(=O)c2cccc(N3C(=O)CCC3=O)c2)n1	0	96	-2	4	1	96	2	17	0
COc1cc(C(=O)NNC(=O)c2cc(C)[nH]n2)cc(OC)c1OC	-5	80	6	-49	-58	86	-7	-2	-6
O=C(O)CC1(CC(=O)NCc2ccc(C(F)(F)F)cc2)CCCCC1	23	128*	3	-12	-4	125	-6	9	2
CCN(Cc1ccccc1)S(=O)(=O)c1ccc(C(=O)N(CCCN(C)C)c2nc3c(F)cccc3s2)cc1	43*	110	-4	-4	13	190*	6	8	-3
CNC(=O)NNC(=O)c1csc(-c2ccc(C(F)(F)F)cc2Cl)n1	-12	78	-1	2	nt	76	nt	-5	3
CCOC(=O)c1c(C)[nH]c(C(=O)Cn2nnc(-c3ccc(Cl)cc3)n2)c1C	1	103	7	-3	27	99	-7	-6	-1
Cc1ccc(NC(=O)Nc2nc(-c3ccc(C)s3)cs2)cc1	6	105	-2	-2	1	100	2	-1	28*
Cn1c(CNC(=O)CCNC(=O)c2cccc(Cl)c2)cc(=O)n(C)c1=O	0	100	-5	-6	2	100	-1	18	-7
CCCN(CCC)CCCOC(=O)c1ccc(Cl)cc1Cl	14	110	5	4	34	116	2	8	3
O=C(NCCn1ccc2ccccc21)C1CCCCC1	11	111	3	-16	16	114	3	-6	1
C/C(=N\NC(=O)C(N)=O)c1cccc([N+](=O)[O-])c1	-1	103	2	-2	2	105	-1	48	-4
O=C(Cc1cccs1)Nc1ccc(S(=O)(=O)N2CCCC2)cc1	-13	104	10	-14	29	94	-2	18	-9
COC(=O)c1cc(C)sc1NC(=O)CCc1ccccc1	3	100	5	-7	8	100	0	10	2
CC(C)Cn1c(CN(Cc2ccccc2)Cc2ccccc2)nc2c1c(=O)n(C)c(=O)n2C	10	102	1	-12	46	100	4	-3	-10
CCS(=O)(=O)Nc1ccc(-c2cc(-c3ccccc3)c3cc(C)ccc3n2)cc1	5	97	9	-6	36	118	6	3	-12
COc1ccc(-c2nc(-c3ccc(O)cc3O)cs2)cc1OC	-13	95	nt	-5	-2	87	3	-8	7
Cc1cc(N2CCOCC2)nc2ccc(NC(=S)NCCN(C)C)cc12	-3	100	-6	7	-4	105	-1	-3	25
COc1cc2oc(=O)c3c(c2cc1OCC(=O)c1c(C)n(C)c2ccccc12)CCCC3	-2	99	6	-8	38	102	-5	25	-2
O=C1CC(c2c(F)cccc2Cl)C2=C(COC2=O)N1 (stereo not given)	21	98	-4	-5	32	102	6	3	2
COc1cccc(OCC(=O)NNC(=O)CCc2ccccc2)c1	-5	98	2	10	-11	95	6	18	24
Cc1csc(NC(=O)C(NS(=O)(=O)c2ccc(Br)s2)c2ccccc2)n1 (stereo not given)	16	105	1	-1	6	100	7	-6	8
Cc1csc(SCC(=O)NC23CC4CC(CC(C4)C2)C3)n1	0	103	6	-14	17	101	-1	5	-13
O=C(CCc1nnc2ccc(N3CCCCC3)nn12)NCC1CCN(Cc2ccc(F)cc2)CC1	-4	89	4	0	20	109	7	3	-3
CC(NS(=O)(=O)c1ccc(OCC(=O)N2CCOCC2)cc1)c1ccccc1 (stereo not given)	1	102	-1	-11	7	103	4	10	1

Part of the list above, comma-delimited.
canonical_smiles,MEKK2 mut-MEK5,MEKK3 PB1 HTS,IDE inh,p-CIP stab down,NALP1 yeast inh,MEKK2 WT-MEK5,IDE cell activ,SUMO HTRF inh,M18AAP inhibitor
CCS(=O)(=O)Nc1ccc(-c2cc(-c3ccccc3)c3cc(C)ccc3n2)cc1,5,97,9,-6,36,118,6,3,-12
COc1ccc(-c2nc(-c3ccc(O)cc3O)cs2)cc1OC,-13,95,nt,-5,-2,87,3,-8,7
Cc1cc(N2CCOCC2)nc2ccc(NC(=S)NCCN(C)C)cc12,-3,100,-6,7,-4,105,-1,-3,25
COc1cc2oc(=O)c3c(c2cc1OCC(=O)c1c(C)n(C)c2ccccc12)CCCC3,-2,99,6,-8,38,102,-5,25,-2
O=C1CC(c2c(F)cccc2Cl)C2=C(COC2=O)N1 (stereo not given),21,98,-4,-5,32,102,6,3,2

Following part.
SMILES	MEKK2 mut-MEK5	MEKK3 PB1 HTS	IDE inh	p-CIP stab down	NALP1 yeast inh	MEKK2 WT-MEK5	IDE cell activ	SUMO HTRF inh	M18AAP inhibitor
COc1ccc(N2Cc3ccc(C(=O)N/N=C\c4ccc(O)cc4O)cc3C2)cc1	-3	101	2	-6	-16	91	nt	66*	19
COc1ccc(S(=O)(=O)Nc2ccc(S(=O)(=O)N3CCOCC3)cc2)cc1	-7	93	-2	-13	13	90	3	3	-1
CCn1nnnc1Oc1ccc(Cl)cc1	4	103	7	5	nt	102	4	5	-6
C[N+]1(CCOC(=O)C2(c3ccccc3)CCCC2)CCCCC1	-13	102	9	-6	-7	104	8	0	1
Cn1c(SCc2cccnc2)nnc1-c1c[nH]c2ccccc12	3	97	2	1	0	99	3	-6	5
O=C(NCc1ccccc1)c1ccc(Cl)c(NC2=NC3CS(=O)(=O)CC3S2)c1 (stereo not given)	-5	100	2	0	7	96	9	11	-2
CN1CCCN(C(=O)c2ccc(Cl)c(S(=O)(=O)N(C)c3ccccc3)c2)CC1	-4	95	1	13	14	96	1	2	-18
O=C(NN1C(=O)C2CCCCC2C1=O)c1ccco1 (stereo not given)	-16	75	-3	-1	9	80	4	2	0
CSc1nsc(NC(=O)Cc2ccccc2)n1	-4	97	3	-7	9	96	0	11	3
Cn1c(CNC(=O)CNC(=O)c2ccccc2F)cc(=O)n(C)c1=O	0	100	1	-15	18	101	1	16	3
COc1cc(NC(=O)C(=O)NCCN2CCNCC2)c(OC)cc1Cl	4	104	3	-7	-4	113	3	-6	-8
COC(=O)[C@@H]1C2CCC(C(=O)Nc3ccccc3)(CC2)[C@@H]1C(=O)OC	11	108	1	-2	35	117	1	-4	2
Cc1oc(S(=O)(=O)N2CCCCC2)cc1NC(=O)Nc1ccccc1	-1	101	-1	-15	nt	104	1	25	3
Cc1nc(-c2ccccc2)sc1C(=O)CSc1ccc(F)cc1	-5	97	-4	-8	24	96	2	-1	4
Cc1oc2c(c(C)cc3oc(=O)c(CC(=O)NCCCO)c(C)c32)c1C	-1	95	8	-2	18	94	0	47	-3
O=C(COC(=O)c1cccc(S(=O)(=O)N2CCCCC2)c1)NC1CCCc2ccccc21 (stereo not given)	8	101	2	8	25	107	7	-4	1
O=C(O)C(Cc1cc(Cl)ccc1Cl)Sc1nc2ccccc2[nH]1 (stereo not given)	25	135*	5	-6	6	129	-1	14	4
COc1cccc(/C=N/NC(=O)C(=O)NCc2ccco2)c1OC	-2	101	0	-1	9	100	-1	12	-9
CCOc1ccc(S(=O)(=O)N/N=C2/CC(c3ccccc3)Oc3ccccc32)cc1 (stereo not given)	1	105	10	2	-17	100	4	-8	0
O=C(CSc1n[nH]c(-c2ccncc2)n1)Nc1ccc(F)cc1	0	100	8	-2	27	100	-5	2	-8
CCOC(=O)C1=NN(C(C)=O)C2(CC(=O)N(c3ccc(C)c(C)c3)C2=O)C1 (stereo not given)	1	123	-1	-4	30	105	3	18	-3
CC(=O)Nc1ccc(N(C(=O)CNC(=O)c2ccco2)C(C(=O)NCC2CCCO2)c2ccccc2)cc1 (stereo not given)	3	122	-1	-7	5	112	2	17	4
Cc1cc(NC(=O)C2CCCN2C(=O)Nc2cccc(Cl)c2)ccc1-n1cnnn1 (stereo not given)	-13	88	6	-6	-1	79	2	1	-4
COCC(=O)n1nc(NCc2ccc(OC)cc2)nc1NCc1ccc(OC)cc1	14	105	0	-4	0	103	2	8	28*
CCOc1ccccc1N1C(=O)c2ccc(S(=O)(=O)c3ccc(C(=O)O)cc3)cc2C1=O	4	97	1	-10	7	99	-1	16	-7
O=C(Cn1cccc1C(=O)c1ccccc1)NCCN1CCCCCC1	25*	115	0	-4	-20	171*	3	6	-5
COc1cccc(NS(=O)(=O)CC23CCC(CC2=O)C3(C)C)c1 (stereo not given)	6	104	0	-1	-4	108	3	9	1
COc1ccc(C2CC(c3cccs3)Nc3nnnn32)cc1 (stereo not given)	-11	99	2	-3	7	92	0	-6	1
COc1cc(/C=N/NC(=O)C2=NNC(=O)C2C)ccc1O (stereo not given)	0	101	4	-4	nt	102	3	10	11
O=C(NC1C2CC3CC(C2)CC1C3)c1ccc(N2CCNCC2)c([N+](=O)[O-])c1 (stereo not given)	3	98	-4	-8	20	105	-5	13	-10
